Source: PubChem BioAssay (several laboratories)
MC4R ag barr – human MC4R agonism via beta-arrestin | activation, % at 8.9 µM | AID 540308 | 0.98% of 360,000 active | P32245 | U2OS MC4R beta-arrestin complementation, luminescence; percent of melanotan II response, DMSO zero;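 active = activation above a per-plate cutoff, the mean activation of sample wells on that plate plus 3 SD, cut at about 8% in these data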
Cardio protect – myocardial damage modulation in H9c2 cells; H9c2 cardiomyocytes, H2O2 injury protection, ATPLite, 2 h; 0.63% of 360,000 active; protection from H2O2 cell death, % at 20 µM;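 active = compounds giving at least 50% protection of heart cells from peroxide-induced death in the single-dose screen, raw or plate-pattern-corrected value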;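 also: 0% = DMSO wells with peroxide and 100% = DMSO wells without peroxide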
ABCB6 inh 2 – blocks the human ABCB6 transporter; 0.19% of 360,000 active; Q9NP58; fluorescence ratio to DMSO, % at 10 µM; K562-ABCB6 porphyrin accumulation, flow cytometry, 1 h; stronger effect = lower value;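 active = fluorescence ratio to DMSO below 75%, the collection mean minus 3 SD; inconclusive = too few cells collected in the well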;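 also: signal is porphyrin accumulated inside mitochondria; 100% equals median channel fluorescence of DMSO control wells; lower ratio means ABCB6 inhibition with less porphyrin fluorescence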
Target sequence (Q9NP58 whole entry, looked up): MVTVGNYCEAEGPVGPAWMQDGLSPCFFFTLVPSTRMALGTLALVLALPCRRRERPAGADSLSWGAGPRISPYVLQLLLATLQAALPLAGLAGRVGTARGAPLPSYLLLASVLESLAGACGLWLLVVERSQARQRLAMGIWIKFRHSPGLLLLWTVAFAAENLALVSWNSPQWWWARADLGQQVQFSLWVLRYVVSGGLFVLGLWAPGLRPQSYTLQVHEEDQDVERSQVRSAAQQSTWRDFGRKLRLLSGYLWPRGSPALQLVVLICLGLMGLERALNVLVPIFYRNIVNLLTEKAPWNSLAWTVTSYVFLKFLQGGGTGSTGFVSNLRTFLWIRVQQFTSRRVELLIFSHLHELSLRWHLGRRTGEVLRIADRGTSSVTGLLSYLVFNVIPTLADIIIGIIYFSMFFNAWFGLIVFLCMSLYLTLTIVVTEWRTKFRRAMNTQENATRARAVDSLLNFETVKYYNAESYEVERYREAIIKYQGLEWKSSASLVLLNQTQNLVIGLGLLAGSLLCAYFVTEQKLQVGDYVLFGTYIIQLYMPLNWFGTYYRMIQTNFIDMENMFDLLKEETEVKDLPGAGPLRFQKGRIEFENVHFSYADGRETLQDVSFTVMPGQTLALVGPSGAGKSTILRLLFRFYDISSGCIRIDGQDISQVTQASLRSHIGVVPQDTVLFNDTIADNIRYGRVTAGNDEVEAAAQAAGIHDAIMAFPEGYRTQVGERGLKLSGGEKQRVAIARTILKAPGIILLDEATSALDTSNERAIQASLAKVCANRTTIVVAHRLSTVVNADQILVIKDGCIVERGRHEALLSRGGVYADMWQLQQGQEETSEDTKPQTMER
HTR2A ag – mouse HTR2A agonism via beta-arrestin recruitment; activation, % at 7.6 µM; CHO-K1 mHTR2A beta-arrestin complementation, luminescence; percent of 30 µM serotonin response; P35363; 0.66% of 360,000 active;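 active = activation above a run cutoff, the mean activation of all tested compounds plus 3 SD, cut at about 14% in these data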;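 also: 0% = plate median of compound wells and 100% = 30 µM serotonin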
SRC2 inh – inhibits human steroid receptor coactivator 2 | HEK293 GAL4-SRC2 luciferase reporter, luminescence | 0.17% of 370,000 active | inhibition, % at 9 µM | AID 651957 | Q15596;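 active = inhibition above the mean inhibition of all tested compounds plus 3 SD, set per campaign, cut at about 52% in these data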;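 also: 0% = DMSO treated cells and 100% = cells given Gossypol at 36 µM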
ABHD5 PLIN5 PPI – blocks binding of human ABHD5 to perilipin-5 | Q00G26+Q8WTS1 | Split G. princeps luciferase complementation, luminescence, 4 h | inhibition, % at 4 µM | 0.78% of 360,000 active | AID 602281;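 active = inhibition above the mean inhibition across every tested compound plus 3 SD, cut at about 22% in these data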;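 also: 0% = DMSO only wells and the 100% control is not disclosed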
TLR9-MyD88 inh – TLR9-MyD88 interaction inhibition. CHO BLA complementation TLR9-MyD88, CCF4 FRET ratio. inhibition, % at 4.98 µM. Q9NR96+Q99836. 0.21% of 340,000 active. AID 504734;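 active = inhibition above the mean over all tested compounds plus 3 SD, cut at about 21% in these data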;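 also: 0% = DMSO only wells and 100% = clavulanate BLA inhibitor control wells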
MC4R antag cAMP – antagonists of human melanocortin 4 receptor (MC4R) | P32245 | MC4R-expressing cells, MTII-stimulated cAMP, LANCE TR-FRET | inhibition, % at 6.5 µM | 0.48% of 360,000 active;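 active = inhibition above its plate's cutoff, the mean of tested wells on that plate plus 3 SD, cut at about 29% in these data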;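 also: 0% = Melanotan II alone and 100% = Melanotan II plus saturating MCL0020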
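material = U2OS cells stably expressing human melanocortin 4 receptor (MC4R) | also added = Melanotan II challenge | dosing = single nominal compound dose of 6.5 µM | detection = TR-FRET with Eu-cAMP and labeled anti-cAMP, 671 nm | replication = singlicate | timing = compound 30 min, challenge 1 h, detection 1 h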
N-glyco inh – blocks N-linked glycosylation in D54 reporter cells; D54 ERlucT glycosylation luciferase reporter, 24 h; percent of 100 nM tunicamycin response; reporter increase, % at 12.5 µM; 0.23% of 360,000 active; AID 588692;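 active = mean luciferase reporter signal, scaled so untreated is 0 and the glycosylation-blocking control 100, at or above a set limit in every replicate; inconclusive = mean reaches the limit but not every replicate does; inactive = mean below the limit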;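 also: luciferase carries N-glycosylation sites so blocking glycosylation raises the light; 0% = median of neutral control wells and 100% = median of 100 nM tunicamycin wells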
NOD2 RIPK2 PPI – blocks binding of human NOD2 to RIPK2. O43353. CHO BLA complementation NOD2-RIPK2, CCF4 ratio. inhibition, % at 4.98 µM. 0.38% of 360,000 active; in the data active = inhibition above about 21%;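 also: 0% = vehicle only and 100% = reference blocker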
Starred values were filed as active, the others as inactive; ? = inconclusive; nt = no result given. These rows are one share of the data; the hit share may differ from the screen's.

no.	compound	MC4R ag barr	Cardio protect	ABCB6 inh 2	HTR2A ag	SRC2 inh	ABHD5 PLIN5 PPI	TLR9-MyD88 inh	MC4R antag cAMP	N-glyco inh	NOD2 RIPK2 PPI
1	COc1cc(CN2C[C@@H](CO)O[C@@H](n3cnc4c(NC5CC5)ncnc43)C2)cc(OC)c1OC	1.1	3	99	6	0	3	nt	5	1	2
2	COc1ccccc1-n1cc(-c2ccc(Br)cc2)[nH]c1=S	0.9	-5	93	-1	0	-20	-14	6	1	-5
3	COc1ccccc1C=NC(CO)C(O)c1ccc([N+](=O)[O-])cc1 (configuration not stated)	0.4	12	96	0	-14	-4	7	11	0	-6
4	CC1(C)CC(=O)C2=C(C1)Oc1ncn(CCCn3ccnc3)c(=N)c1C2c1ccccc1 (configuration not stated)	-0.6	18	99	3	-5	2	-3	1	-6	1
5	CCC(C)(C)NC(=O)CN(C(=O)CCC(=O)Nc1nccs1)c1cccc(C)c1C	-1.5	-1	100	-3	-6	1	-17	14	-1	-8
6	COc1ccc(-c2noc3c2-c2nc(-c4c(F)cccc4F)sc2CC3)cc1	0.3	3	96	-3	-7	-19	0	-4	-2	-9
7	OC(c1ccccc1)C(NCc1ccccc1)c1ccccc1 (configuration not stated)	0.1	-2	101	0	-16	-4	-1	0	3	-3
8	Cn1nc(NC(=O)C2CCC2C(=O)O)c2c(F)cccc21 (configuration not stated)	2.9	-11	99	-3	5	13	-2	13	1	0
9	O=C(COC(=O)c1ccc(Cl)cc1O)NCCN1C(=O)CSC1=O	-1.6	-6	99	6	-18	-6	-3	4	2	-8
10	O=c1[nH]c2ccc(S(=O)(=O)N3CCCCC3)cc2[nH]1	0.4	-1	100	-2	-15	11	-2	17	0	8
11	O=C(CC(Sc1n[nH]c(-c2ccccc2)n1)c1ccccc1)NCc1ccccc1 (configuration not stated)	1.6	-11	97	-3	8	1	9	4	-2	-4
12	Cc1cc(N/N=C/c2ccc3c(c2)OCO3)nc2ccccc12	1.2	-7	90	-1	-38	-1	-1	3	-2	-11
13	CC(OC(=O)CCCN=C1NS(=O)(=O)c2ccccc21)C(=O)Nc1ccccc1[N+](=O)[O-] (configuration not stated)	-0.8	-2	94	2	-10	-7	-2	-2	1	5
14	Nc1ccc(N2CCN(c3cccc(Cl)c3)CC2)cc1	0.4	-13	109	11	-19	-3	-4	-3	0	3
15	COc1cc2[nH]c(=O)n(CCC(=O)NCc3cccnc3)c(=O)c2cc1OC	-0.5	1	92	-5	-24	3	-3	-4	2	-18
16	CCOC(=O)N1CCN(c2c(-c3ccc(C(C)C)cc3)c(=O)c2=O)CC1	3.3	3	92	0	-5	0	8	0	3	1
17	COc1ccc(NC(=O)c2cc(C)nc3ccccc23)c(OC)c1	-2.5	-2	106	2	-14	0	-1	11	1	-14
18	Cc1ccc(S(=O)(=O)N2CC3(O)CN(C(=O)OC(C)C)N(C(=O)OC(C)C)CC3(OC(=O)Nc3c(C)noc3C)C2)cc1 (configuration not stated)	0.4	10	93	-3	27	0	-2	3	-1	2
19	O=C(c1cc(COc2ccc(F)c(F)c2)on1)N1CCN(C/C=C/c2ccccc2)CC1	2.4	-7	100	-13	10	-1	-8	3	-4	-3
20	O=C(C1CCCN1S(=O)(=O)c1ccc(Cl)cc1)N1CCCCC1 (configuration not stated)	1.6	-1	96	-6	27	-8	-8	8	-1	7
21	Cc1ccc(NC(=O)c2ccc([N+](=O)[O-])o2)cc1S(=O)(=O)N1CCOCC1	-1.6	-12	112	-1	-2	-3	nt	-53	?	-4
22	O=C(O)c1ccn(Cn2cnc3ccccc32)n1	0.4	1	93	4	7	1	-5	-2	0	-5
23	Cc1ccc(NC(=O)C(=O)c2c[nH]c3ccccc23)cc1	0.2	-17	102	6	-33	7	4	-4	-5	1
24	COc1ccc(C2C(C(=O)N3CCCC3)CC(=O)N2c2ccc(OC)cc2)cc1 (configuration not stated)	-2.0	0	104	-3	12	3	-8	6	0	-15
25	O=C(c1ccco1)N1CCN(Cc2cccc(F)c2)CC1	-1.3	2	106	10	-14	-6	-2	1	-1	-6
26	CNc1snc(C)c1C(=O)OCC(=O)Nc1ccc(C)cc1F	-0.4	-14	96	-1	22	-4	3	6	-4	1
27	Cc1ccc(-c2cc(C(=O)NC3CCN(Cc4ccccc4)CC3)c3ccccc3n2)cc1	-4.0	0	91	-19	14	11	-11	3	14	-3
28	COC(=O)c1ccc(NC(=O)CN(c2ccc(OC)cc2)S(C)(=O)=O)cc1	5.9	5	98	-1	-32	-1	6	1	nt	-11
29	Cc1ccc(N2CCN(S(=O)(=O)c3ccc(-n4cnnn4)cc3)CC2)c(C)c1	-0.7	-7	99	3	9	-2	-2	6	4	11
30	CCC(C)C(=O)Nc1nnc(SCC(=O)Nc2ccccc2F)s1 (configuration not stated)	-1.0	2	100	2	-5	-2	-15	5	2	-1
31	C=CCn1c(SCC(=O)Nc2cccc(C)c2)nnc1-c1cnccn1	-1.1	0	97	4	-6	-3	4	1	-1	-2
32	COc1ccc(-c2c[n+](CC(=O)OC3CC(C)CCC3C(C)C)c3n2CCC3)cc1 (configuration not stated)	5.1	-25	100	-5	5	11	-7	0	14	-1
33	COc1ccc(-c2cccc([C@H]3[C@@H]4C=CCC[C@@]4(C)C(=O)N3Cc3ccccc3)c2)cc1	-2.8	-18	96	-8	-15	1	1	6	2	6
34	O=C(CCN1C(=O)c2ccccc2C1=O)N1CCC(c2ccccc2)C1 (configuration not stated)	-1.8	-2	99	-1	-18	-3	-4	5	0	-4
35	CN(C)/C=C/C(=O)c1ccccc1OCc1cnc(Cl)s1	-3.3	-3	99	-7	-18	4	5	6	0	1
36	CC(C)c1ccc(CNC(=O)C2CCCN2S(=O)(=O)c2ccccc2)cc1 (configuration not stated)	0.2	-4	92	1	27	-5	5	5	-4	-5
37	O=C(CCC(=O)N1CCSc2ccccc21)NCc1cccc(Br)c1	0.0	-8	102	0	16	-11	-2	4	-1	5
38	Cc1nc(CC(=O)N2CCN(c3cccc(C)c3C)CC2)cs1	-1.4	-2	102	0	4	1	4	2	-2	-6
39	CCc1nc2c(OCc3ccc(C(=O)N(C)C)cc3)cccn2c1N(C=O)Cc1ccccc1	-1.2	1	96	5	-9	10	nt	0	3	0
40	CCCn1c2ccccc2c2cn[nH]c(=O)c21	-2.4	-3	97	-6	-3	-4	-2	-1	-2	0
41	Cc1ccc(C)c(C(=O)c2ccccc2NC(=O)c2ccccn2)c1	0.6	-2	101	0	4	1	-1	9	19	-6
42	COc1cc(C(c2c(C)[nH][nH]c2=O)c2c(C)[nH][nH]c2=O)cc(Cl)c1O	-2.0	2	92	1	14	-10	-6	-1	0	-10
43	COc1ccc(OC)c(NC(=O)CSc2ccc(-c3cccnc3)nn2)c1	-1.5	2	98	-7	-17	-1	2	9	-1	-6
44	CC(=O)c1ccc(N(CC(=O)NC2CCCC2)C(=O)c2ccc(C)s2)cc1	-1.6	12	98	-7	-24	4	0	1	1	-5
45	CC(OC(=O)Cn1[nH]c(=O)c2ccccc2c1=O)C(=O)Nc1ccc(Cl)cn1 (configuration not stated)	-0.1	52*	97	1	-14	1	5	6	1	-1
46	Cc1ccc(C(=O)COC(=O)c2cc(=O)[nH]c3ccccc23)cc1	-1.9	-10	99	-2	3	-2	0	-8	-4	6
47	O=S(=O)(O)c1ccc(Cl)c(Cl)c1	-1.2	6	103	-3	-1	-3	0	11	1	-5
48	COC(=O)c1ccc(NC(=O)CSc2nnc(COc3c(C)cccc3C)o2)cc1	4.2	0	91	-2	-13	2	-2	15	2	-8
49	Cc1ccc(NS(=O)(=O)c2ccc(-c3cnc(C4CC4)o3)cc2)c(C)c1	-2.3	-7	111	-2	29	-13	-28	-13	12	11
50	O=C(NC1CCN(Cc2ccccc2)CC1)c1ccc(CS(=O)c2ccccc2Cl)o1 (configuration not stated)	0.6	0	101	-14	7	-5	-17	4	-1	-4
51	CC(=O)c1sc(NC(=O)CN2C(=O)CCC2=O)nc1C	2.3	5	90	7	15	-1	5	27	0	-2
52	CCCCCOc1ccc(NC(=O)C(=O)NCC2CCCN2CC)cc1 (configuration not stated)	1.9	4	99	8	-4	14	-1	-3	1	0
53	Cc1cc(C(=O)N2CCCC2)n[nH]1	-1.3	6	99	2	-25	0	-6	13	-1	-8
54	COc1cc(C(=O)N=c2sc3ccccc3n2C)cc(OC)c1OC	2.6	-10	93	-2	-10	2	-5	17	3	4
55	Cc1nc2nc(Cc3ccccc3)nn2c(C)c1Cl	-2.5	6	90	0	-26	3	9	0	-1	-8
56	O=C(CCC(=O)Nc1cccc([N+](=O)[O-])c1)N/N=C/c1cccs1	-1.3	4	102	-2	-12	10	-5	1	3	-3
57	CCSc1cc(N2CCOCC2)nc(-c2ccccc2)n1	-0.3	12	98	2	-1	-4	-8	1	2	1
58	Cc1ccc(OCCn2ccc(=O)[nH]c2=O)cc1C	-1.5	1	100	-1	-20	-11	-15	1	3	6
59	CC(C)(C)C(=O)N1CCN(C(c2ccccc2)c2ccccc2)CC1	-0.4	5	97	-1	nt	0	-2	8	-3	2
60	CN(C(=O)CN1CCN(c2cnn(-c3ccccc3)c(=O)c2Cl)CC1)C1CCS(=O)(=O)C1 (configuration not stated)	1.4	3	99	3	7	-1	2	11	0	-7

The listing continues.
no.	compound	MC4R ag barr	Cardio protect	ABCB6 inh 2	HTR2A ag	SRC2 inh	ABHD5 PLIN5 PPI	TLR9-MyD88 inh	MC4R antag cAMP	N-glyco inh	NOD2 RIPK2 PPI
61	O=C(c1ccc2c(c1)OCO2)C1CCCN(Cc2ccccc2OC(F)F)C1 (configuration not stated)	1.8	-2	95	-11	-29	-11	6	12	-2	-8
62	CCc1ccc(C(=O)COC(=O)c2cnccn2)cc1	-0.6	-1	100	2	11	-1	-8	8	1	-14
63	CC1CC(=O)Nc2ccccc2N1C(=O)Nc1ccc(F)cc1 (configuration not stated)	2.7	4	96	-5	-24	-13	3	17	-1	-9
64	C=C(Cl)COc1cc(C)cc2oc(=O)cc(CC)c12	7.2	-10	93	-2	17	-2	-7	0	-1	-2
65	CCOC(=O)c1c(C)nc2sc3c(=O)n(-c4ccc(C(C)=O)cc4)nnc3c2c1-c1ccc(OC)cc1	-1.8	14	98	2	-16	-2	-6	13	-7	-4
66	CC(C)N(Cc1nccn1C)C(=O)c1cc(COc2ccc3ncccc3c2)on1	-1.4	-13	95	10	-5	2	-6	-4	-1	-1
67	Cc1nc(-c2ccc(F)cc2)c(CC(=O)Nc2ccc(C)c(S(=O)(=O)N3CCOCC3)c2)s1	-3.0	2	100	3	-13	-11	-6	8	-3	1
68	CC(C)OC(=O)CSc1nc2cc3c(cc2cc1C#N)OCO3	1.1	-2	98	0	-34	7	-3	3	2	4
